Bioassay records: PubChem, several laboratories
MT stabilize HCS: stabilizes microtubules in HeLa cells; HeLa tubulin immunostaining HCS, 24 h; share of cells brighter than vehicle mean+2SD; % tubulin-high responders, % at 10 µM; hit rate 0.83% among 200,000; AID 2205;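 active = plate Z-score above 3 for both tubulin-high and condensed-nucleus cell shares, with cell loss under 80%, at 10 µM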;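 also: anti alpha tubulin signal scored within the nucleus-defined area of each cell; some results filed as inactive read as strong as hits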
Ins promoter up: MIN6 insulin promoter up-regulation; MIN6 insulin promoter-GFP reporter, high-content imaging; stronger effect = higher value; z-score at 5 µM; hit rate 0.3% among 190,000;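 active = z-score above 3 at 5 µM with at least 500 cells counted in the well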
PMI inhibitors: MPI enzyme activity inhibition – biochemical, fluorescence intensity, coupled assay, primary screen (AID 1209); inhibition, % at 20 µM; hits with a dose series show IC50 in µM; hit rate 0.42% among 190,000; purified PMI enzyme, coupled fluorescence intensity; higher % means a stronger effect;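 also: plate controls were DMSO vehicle for no effect and wells lacking substrate for full effect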
WT yeast gro inh: growth inhibition of WT yeast, mitochondrial fusion screen | mitochondrial fusion phenotypic screen, WT strain | inhibition, % at 10 µM | hit rate 2.1% among 190,000; in the data active = inhibition above about 58%; tested in S. cerevisiae
Yfh1-off respiration: enhancers of respiration in Yfh1-depleted yeast, dose response, Friedreich's ataxia, plus single-dose screen (AID 1465). S. cerevisiae Yfh1-off respiration, WST-1 reduction, 72 h; higher fold induction means a stronger effect. one-dose fold induction at 50 µM; EC50 in µM for titrated hits. hit rate 0.074% among 220,000;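 active = fold induction of absorbance versus untreated yeast above a set limit, then at least 30% activation at any dose in follow-up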;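 also: activators that raise dye reduction in frataxin-depleted yeast; strong numbers were not always called active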
bCat nuc transl: modulators of beta-catenin nuclear translocation. hit rate 0.3% among 190,000. HeLa beta-catenin nuclear translocation, immunofluorescence imaging. nuclear translocation activity, % at 5 µM;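 active = nuclear translocation activity above 50% at 5 µM, with a well cell count of 50 or more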;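 also: per-cell ratio of nuclear to cytoplasmic median beta-catenin stain intensity; plate controls were DMSO negative control for no effect and GSK-3 inhibitor IX positive control for full effect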
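Signal – beta-catenin immunofluorescence imaging with DAPI · Test system – human HeLa cell line · Dosing – 5 µM primary single dose, 0.1% DMSO, 0.02–20 µM confirmation series · Measure – % activation, nuclear-to-cytoplasmic median beta-catenin signal ratio per cell · Incubation – 24 h compound exposure at 37°C, 5% CO2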
PMI inhibition: MPI inhibition at elevated mannose 6-phosphate – biochemical, fluorescence intensity, high mannose 6-phosphate, primary screen (AID 1220); recombinant PMI enzyme, coupled fluorescence intensity; higher % means a stronger effect; inhibition, % at 20 µM, or IC50 in µM where a hit was titrated; hit rate 0.66% among 190,000
Autophagy mod: autophagy modulation, high-content screen. MEF GFP-LC3 puncta imaging; test concentration mostly 10 µM. hit rate 0.98% among 190,000. calls only at 10 µM (by protocol);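 active = percentage of spot-positive cells more than 3 SD above its plate mean, without a fluorescence outlier flag or 80% toxicity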;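 also: spot-positive cell cutoff set from DMSO-treated cells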
Dynein transport: blocks dynein driven cargo transport along microtubules. hit rate 0.47% among 220,000. 3617.4 mouse cells, GR-EGFP nuclear translocation imaging; test concentration mostly 20 µM; stimulated with dexamethasone, 1 µM; stronger effect = lower value. z-score, hits read low;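 active = plate z-score of nuclear minus cytoplasmic receptor signal below a set negative limit, without overly bright fluorescence or cell loss, cut at about -3.5 in these data, passing the limit was not always enough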;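 also: z-score of nuclear minus cytoplasmic ring GR-EGFP intensity difference per well; some compounds called inactive have numbers as strong as hits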
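Medium: Induction medium lacking tetracycline, stripped serum | Probe or stimulus: 1.0 µM final dexamethasone stimulus | Schedule: 48 h induction, then 1 h compound, then 30 min agonist, 37 °C | Signal: Automated 10x imaging of fixed Hoechst-stained cells | Evaluation: Per-cell GR-EGFP intensity, nucleus versus surrounding cytoplasmic ring, well-averaged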
WT yeast gro inh mutant strain: second read-out of WT yeast gro inh, no call of its own (marks repeat the call); inhibition, %; mitochondrial fusion phenotypic screen, mutant strain inhibition
Dynein transport cytoplasmic EGFP: recorded beside Dynein transport, whose call it bears; z-score; measured here: cytoplasmic GR-EGFP intensity; stronger effect = higher value
Dynein transport nuclear GR-EGFP: also measured in Dynein transport; calls as there; z-score; measured here: nuclear GR-EGFP intensity;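 lower value marks the stronger effect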
Dynein transport cell count: second read-out of Dynein transport, no call of its own (marks repeat the call); z-score; measured here: cell count per field
Ins promoter up cell count: also measured in Ins promoter up; calls as there; cell count; measured here: cytotoxicity, nuclei count;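 total cells summed across four imaged fields per well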
bCat nuc transl cell count 5 µM: further read-out of bCat nuc transl, marked with its call; cell count; measured here: cell count, cytotoxicity flag
MT stabilize HCS Hoechst-high %: also measured in MT stabilize HCS; calls as there; % Hoechst-high responders; measured here: nuclear condensation Hoechst responders;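 share of cells brighter than vehicle mean plus two SD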
MT stabilize HCS cytotoxicity %: second read-out of MT stabilize HCS, no call of its own (marks repeat the call); toxicity, %; measured here: cytotoxicity by cell density;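 0% = mean cell density of plate MIN control wells and 100% = no cells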
Autophagy mod cell loss 18 h: second read-out of Autophagy mod, no call of its own (marks repeat the call); toxicity, %; measured here: cell loss, nuclei count;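 cell loss after 18 h compound exposure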
* = called active by the depositor; i = inactive; . = no result given. Rule as the data show it, unless noted: active = inhibition above about 50%; inactive = the rest.

SMILES	MT stabilize HCS	MT stabilize HCS Hoechst-high %	MT stabilize HCS cytotoxicity %	Ins promoter up	Ins promoter up cell count	PMI inhibitors	WT yeast gro inh	WT yeast gro inh mutant strain	Yfh1-off respiration	bCat nuc transl	bCat nuc transl cell count 5 µM	PMI inhibition	Autophagy mod	Autophagy mod cell loss 18 h	Dynein transport	Dynein transport cytoplasmic EGFP	Dynein transport nuclear GR-EGFP	Dynein transport cell count
COc1ccc(NC(=O)N2CCN(S(C)(=O)=O)CC2)cc1OC	3.7	1.9	5.4	-0.85	992	-3%	2	14	i	-0.5	1154	14%	i	3	0.15	-0.27	0.92	-0.2
O=C(NCC1CCCO1)c1cccc(Oc2ccc([N+](=O)[O-])cc2Cl)c1 (stereo unspecified)	6.1	1.3	9.3	-0.36	1478	-4%	11	1	i	0.7	985	-10%	i	-4	-0.22	0.71	-0.11	-0.088
O=C(O)CC(NC(=O)Cc1ccc([N+](=O)[O-])cc1)c1ccc2c(c1)OCO2 (stereo unspecified)	2.5	1.6	5.1	-0.42	1190	-26%	-19	-3	i	-0.2	1115	-8%	i	17	-0.31	-0.3	0.039	0.26
CCOc1ccccc1NC(=O)COC(=O)Cc1ccc(-c2ccccc2)cc1	2.4	1.8	4.4	0.32	1444	-1%	5	-1	i	1.1	1021	-17%	i	2	-0.7	-0.1	-0.49	-0.16
COC(=O)[C@H](Cc1ccccc1)NC(=O)N(C)Cc1ccccc1	.	.	.	-0.34	1085	.	.	.	i	-0.1	1314	.	.	.	-1.1	-0.23	-0.65	1.1
Cc1nnsc1NC(=O)OCC(C)C	1.7	1.4	6.1	0.04	1472	2%	-4	-8	i	1.6	1402	-3%	i	19	-0.6	-0.2	-0.25	0.11
CCCOc1ccc(Cc2c(Cl)nc(SC)nc2NC)cc1	2.2	1.2	3.0	-0.73	952	8%	46	-3	i	-3.6	1148	12%	i	2	-0.39	-0.24	-0.17	0.67
COc1ccc(C2Nc3ccc(Br)cc3C(c3ccccc3)N2CC(=O)O)cc1 (stereo unspecified)	4.2	2.3	9.1	-0.3	1281	-18%	0	-20	i	0.9	1108	-20%	i	4	3.6	-0.045	2.2	-2.2
Cc1ccc(NS(=O)(=O)c2ccc(NC(=O)[C@@H]3CCCC[C@@H]3C(=O)O)cc2)c(C)c1	2.3	1.9	6.4	.	.	-7%	4	-10	i	.	.	-5%	i	5	0.15	0.62	0.12	-0.35
O=C(CNCC1CCCCC1)Nc1ccc(OC(F)(F)F)cc1	2.4	2.2	6.0	-0.14	1145	9%	31	15	i	-0.9	1076	6%	i	23	-0.88	-0.057	-0.51	-2.1
NC(=S)N=Nc1c(O)[nH]c2ccccc12	4.0	3.1	1.1	0.36	1274	6%	-13	1	i	-3.5	557	10%	i	-2	-0.65	-0.22	0.48	0.26
Cc1ccc(N2CCN(c3ccc(C)cc3)C2c2ccccn2)cc1	2.3	0.7	4.5	-1.2	1322	8%	20	9	i	0.6	1102	7%	i	-53	-0.64	-0.27	0.28	-0.15
CCN1CCCC1CNC(=O)C(=O)NC(C)C (stereo unspecified)	2.3	2.0	2.9	.	.	0%	4	-2	i	0.6	1432	2%	i	12	-0.79	-0.18	-0.56	-0.42
Cc1cccc(NC(=O)c2cccnc2)c1	3.0	3.9	13	0.39	1304	-1%	2	-3	i	1.0	879	4%	i	-22	-0.33	-0.36	-0.11	0.55
O=C(Cc1cccs1)NCc1cccc(CNC(=O)Cc2cccs2)c1	1.5	3.3	9.1	-0.68	1571	-16%	-16	-10	i	-1.2	1015	-7%	i	-2	-0.41	-0.23	-0.6	1.7
O=C(NC1=NCCS1)c1cccc(S(=O)(=O)N2CCc3ccccc32)c1	3.3	3.4	4.9	1.1	1220	3%	3	0	i	-1.2	1071	3%	i	-9	-1	-0.36	-0.15	0.67
CC(=O)Nc1cccc(Oc2nc(C)cc(C)c2C#N)c1	1.5	1.9	7.1	1.5	1894	20%	9	1	i	-0.9	1035	16%	.	.	-0.043	-0.13	0.28	-0.55
Cc1ccc(CC(=O)N2CCOCC2)cc1	2.2	1.5	5.3	0.2	1263	4%	15	0	i	-1.7	1223	5%	i	-4	0.77	-0.02	0.66	-1
CCN(CC)C(=S)SCC(=O)Nc1ncc2c(n1)CCCC2=O	.	.	.	0.77	1051	.	.	.	i	-0.7	1287	.	.	.	0.53	-0.29	-0.086	-0.095
O=C(Nc1cc(C(F)(F)F)ccc1N1CCCC1)c1cccnc1	2.5	3.1	9.4	-0.09	1324	3%	4	-14	i	-3.6	936	4%	i	-1	0.1	0.24	0.15	0.23
COc1cc(C(c2c(C)[nH][nH]c2=O)c2c(C)[nH][nH]c2=O)ccc1OC(C)C	1.7	2.7	11	-0.27	1372	17%	-3	8	i	1.0	1032	31%	i	3	-0.14	-0.2	-0.085	0.33
O=C(COC(=O)c1n[nH]c2ccccc12)Nc1ccc(Cl)cc1[N+](=O)[O-]	2.5	2.7	4.9	0.17	1452	16%	22	26	i	-0.4	1543	16%	i	13	0.66	-0.23	0.63	0.18
O=S(=O)(Nc1ccccn1)c1cccc(S(=O)(=O)c2ccc(Br)cc2)c1	2.3	1.5	2.8	.	.	-6%	-6	10	i	1.3	1044	-14%	i	-3	-1.2	-0.34	-0.59	1.4
COc1cccc(NC(=S)NC(C)c2ccc(OC)c(OC)c2)c1 (stereo unspecified)	1.9	1.3	0.5	-0.62	1526	1%	8	16	i	-4.8	1084	10%	i	20	-0.41	-0.32	-0.22	0.74
CCc1c(C)c(C#N)c2nc3ccccc3n2c1N1CCN(c2cc(C)ccn2)CC1	1.9	2.1	10	0.43	1560	-1%	6	9	.	4.4	1319	2%	i	1	-0.56	-0.23	-1	-0.22
COc1ccc(CSc2nnnn2-c2ccccc2)cc1	1.6	1.5	6.1	1.1	936	4%	36	15	.	.	.	3%	i	0	-0.63	0.42	0.022	0.41
COc1c(F)c(F)c(C(=O)O)c(Nc2cc(C)cc(C)c2)c1F	5.5	2.7	3.8	-0.3	1180	-20%	3	2	i	1.1	1093	-15%	i	-5	0.6	-0.22	0.49	-0.39
Cc1ccccc1NC(=O)COC(=O)c1ccc(S(C)(=O)=O)c([N+](=O)[O-])c1	2.3	2.0	13	-0.27	1609	-8%	-1	7	i	-4.8	1019	-7%	i	2	-4.4*	1.7*	-2.5*	0.3*
CC(=O)N1CCc2cc(S(=O)(=O)NC(CC(C)C)C(=O)Nc3cc(C(=O)O)ccc3C)ccc21 (stereo unspecified)	2.2	2.2	5.7	0.01	1821	8%	-6	-2	.	-1.0	1181	9%	i	33	-0.4	0.27	0.68	0.33
O=C(CN(CCc1ccccc1)S(=O)(=O)c1ccc(Cl)cc1)N/N=C/c1ccc2c(c1)OCO2	3.1	3.8	3.1	0.12	1481	22%	-17	-1	i	-0.9	1056	14%	i	-5	0.33	-0.21	0.48	-0.71
C=CCNC(=O)NC(=S)c1ccccc1	3.2	1.0	5.6	1.6	1445	8%	27	-7	i	.	.	6%	i	1	-0.13	-0.23	-0.056	-0.04
CCOC(=O)c1ccc(NC(=O)c2cc(OC)c(OC)c(OC)c2Br)cc1	1.8	1.1	7.3	0.05	1222	21%	31	12	i	-2.3	1173	6%	i	11	0.81	-0.16	1.1	-1.9
Oc1ccc(C2C=C(c3ccc(F)cc3)Nc3ncnn32)cc1 (stereo unspecified)	.	.	.	-0.06	1439	.	.	.	i	-0.5	1190	.	.	.	0.43	-0.21	0.082	-0.24
COc1ccc(C(=O)c2ccc(OC)c(OC)c2)cc1	2.4	1.1	16	0.72	989	4%	17	22	i	.	.	7%	i	2	-0.0071	-0.091	-0.011	0.35
CC(=O)Oc1ccc(C(=O)Nc2nnc(C)s2)cc1	2.6	1.5	2.7	-0.4	1224	2%	2	-8	i	-4.2	996	5%	i	18	-0.79	-0.12	-0.38	0.2
Cc1ccc(N(C(=O)c2cc3ccccc3oc2=O)C2C=CS(=O)(=O)C2)cc1 (stereo unspecified)	2.9	2.1	8.3	0.44	1430	13%	-7	5	i	0.5	1123	16%	i	2	3.4	0.23	2.6	-1.9
COc1ccnc(Oc2ccc(F)cc2)c1C#N	3.5	1.3	3.2	-1.5	1353	-3%	2	-12	i	-1.2	1152	-9%	i	29	1.2	-0.27	0.37	-0.57
Cc1ccc(-c2noc(CCC(=O)Nc3ccccc3N3CCN(C)CC3)n2)cc1	3.0	1.4	4.1	0.74	824	-5%	-10	-1	i	-6.1	751	5%	i	-1	0.21	-0.25	0.062	0.12

Retrieved by compound from the entries so far (3):
SMILES	MT stabilize HCS	MT stabilize HCS Hoechst-high %	MT stabilize HCS cytotoxicity %	Ins promoter up	Ins promoter up cell count	PMI inhibitors	WT yeast gro inh	WT yeast gro inh mutant strain	Yfh1-off respiration	bCat nuc transl	bCat nuc transl cell count 5 µM	PMI inhibition	Autophagy mod	Autophagy mod cell loss 18 h	Dynein transport	Dynein transport cytoplasmic EGFP	Dynein transport nuclear GR-EGFP	Dynein transport cell count
CCOC(=O)c1ccc(NC(=O)c2cc(OC)c(OC)c(OC)c2Br)cc1	1.8	1.1	7.3	0.05	1222	21%	31	12	i	-2.3	1173	6%	i	11	0.81	-0.16	1.1	-1.9
COc1ccc(CSc2nnnn2-c2ccccc2)cc1	1.6	1.5	6.1	1.1	936	4%	36	15	.	.	.	3%	i	0	-0.63	0.42	0.022	0.41
O=C(O)CC(NC(=O)Cc1ccc([N+](=O)[O-])cc1)c1ccc2c(c1)OCO2 (stereo unspecified)	2.5	1.6	5.1	-0.42	1190	-26%	-19	-3	i	-0.2	1115	-8%	i	17	-0.31	-0.3	0.039	0.26
